Screening data as filed in PubChem.
HRas wt GTP bind – human HRas wildtype GTP binding, change in either direction; GTP binding activity, % at 10 µM; AID 759; P01112; 0.14% of 190,000 active; GST-Ras wt beads, Bodipy-FL-GTP binding, flow cytometry; actives lie on both sides;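 active = GTP binding activity at least 20% away from the 100% baseline, either lowered as inhibitor or raised as activator; inconclusive = flagged as likely green fluorescent, judged across all proteins in the well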;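 note: 0% = unlabeled GTP competition control and 100% = no-compound control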
Target sequence (P01112 whole entry, looked up): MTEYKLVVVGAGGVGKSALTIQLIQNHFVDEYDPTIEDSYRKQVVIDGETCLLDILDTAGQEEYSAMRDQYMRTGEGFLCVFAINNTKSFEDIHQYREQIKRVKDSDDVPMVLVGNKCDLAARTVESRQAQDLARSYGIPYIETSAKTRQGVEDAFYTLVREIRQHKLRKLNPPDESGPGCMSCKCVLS
Mcl1-Bid inh – disrupts binding of human Mcl-1 to Bid peptide. Q07820. TR-FRET Mcl-1/Bid-Dy647 peptide binding, 1536-well. inhibition, % at 21.7 µM. 0.97% of 220,000 active. AID 1021;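 active = compounds that cut the binding signal by more than half at the single screening dose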;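 note: His-tagged Mcl-1 with europium anti-His antibody binding Bid BH3 peptide; 0% = Mcl-1 plus peptide wells and 100% = peptide-only wells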
Rab7 wt modul – alters GTP binding to wildtype dog Rab7 | GST-Rab7 beads, fluorescent GTP binding, flow cytometry; actives lie on both sides; untreated = 100%, excess cold GTP = 0% | GTP binding activity (percent of control), % at 10 µM | 0.055% of 190,000 active;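 active = fluorescent GTP binding to Rab7 beads changed by at least 20 points from the 100% baseline, either direction, mostly lower; inconclusive = compound itself probably fluorescent, or too few beads counted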;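 note: median green fluorescence of bound Bodipy-FL-GTP per Rab7 bead population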
RGS8-Gao – modulates binding of RGS8 to human Galphao; P09471; 0.34% of 220,000 active; response (percent of control binding), % at 10 µM; multiplexed bead flow cytometry; actives lie on both sides; in the data active = response below about 60% or above about 140%; inactive = in between;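 note: Galphao activated as the GDP aluminium fluoride complex binding bead-coupled RGS8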
Target sequence (P09471 whole entry, looked up): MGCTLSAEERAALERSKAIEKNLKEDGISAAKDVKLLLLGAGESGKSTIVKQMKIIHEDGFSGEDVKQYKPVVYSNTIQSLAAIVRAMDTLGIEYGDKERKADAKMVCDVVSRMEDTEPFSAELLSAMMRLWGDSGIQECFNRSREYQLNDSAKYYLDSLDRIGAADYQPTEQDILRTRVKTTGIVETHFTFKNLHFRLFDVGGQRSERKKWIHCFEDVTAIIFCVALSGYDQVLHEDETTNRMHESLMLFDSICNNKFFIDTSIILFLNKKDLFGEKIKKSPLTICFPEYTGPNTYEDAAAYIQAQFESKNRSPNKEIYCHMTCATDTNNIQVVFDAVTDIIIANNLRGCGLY
Rac1 mut GTP – human Rac1 activated mutant GTP binding change. GST-Rac1 activated beads, fluorescent GTP binding, flow cytometry; actives lie on both sides; 100% means binding = to untreated wells. percent activity (GTP binding), % at 10 µM. 0.11% of 190,000 active. AID 764;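 active = GTP binding at least 20 percentage points away from the 100% baseline, in either direction, so actives lie on both sides; inconclusive = Compound likely fluorescent itself, or too few beads counted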
Bim-Mcl-1 – disrupts Bim peptide binding to human Mcl-1; Q07820; Bead-based flow cytometry, Bim peptide-Mcl-1 binding; inhibition, % at 10 µM; 0.1% of 190,000 active; AID 1009; in the data active = inhibition above about 40%;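 note: 0% = no compound tracer wells and 100% = peptide blocker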
Mcl1-Noxa inh – Mcl-1/Noxa interaction inhibition. Q07820. AID 1022. inhibition, % at 21.7 µM. 1.5% of 220,000 active. TR-FRET Mcl-1/Noxa peptide binding, 2 h;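 active = compounds that cut the protein-peptide binding signal by more than 50% relative to plate controls in a single-dose test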;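 note: His-tagged Mcl-1 with rhodamine Noxa BH3 peptide and terbium anti-His antibody; 0% = Mcl-1 plus Noxa peptide wells and 100% = peptide-only wells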
Cdc42 wt – modulators (inhibitors or activators) of GTP binding to human Cdc42 wildtype; P60953; GST-Cdc42 beads, Bodipy-GTP binding, flow cytometry; actives lie on both sides; percent activity (GTP binding), % at 10 µM; 0.2% of 190,000 active; AID 761;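 active = percent activity GTP binding at least 20 points away from the 100% baseline, either down as inhibitor or up as activator; inconclusive = compound flagged as likely green fluorescent from well-wide comparison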;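 note: median bead fluorescence of bound Bodipy-FL-GTP at 100 nM; 0% = excess unlabeled GTP control and 100% = no compound control; below 100% means less GTP binding so inhibitor and above means activator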
Target sequence (P60953 whole entry, looked up): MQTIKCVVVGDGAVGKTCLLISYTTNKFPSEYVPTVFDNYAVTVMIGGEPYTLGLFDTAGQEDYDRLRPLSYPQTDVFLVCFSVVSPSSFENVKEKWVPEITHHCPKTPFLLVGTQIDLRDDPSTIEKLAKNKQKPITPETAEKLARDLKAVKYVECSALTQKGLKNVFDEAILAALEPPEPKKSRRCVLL
Pf gametocyte – P. falciparum stage V gametocyte viability inhibition; inhibition, % at 10.9 µM; AID 743093; 0.065% of 150,000 active; P. falciparum stage V gametocytes, ATP luminescence, 24 h;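 active = inhibition above the mean plus 3 SD of compounds within the control limits, set per campaign, cut at about 38% in these data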;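 note: 0% = DMSO wells and 100% = medium only without gametocytes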
Rac1 wt modul – alters GTP binding to wildtype human Rac1 | P63000 | GST-Rac1 beads, fluorescent GTP binding, flow cytometry; actives lie on both sides; 0 = cold GTP competed, 100 = untreated | GTP binding activity (% of control), % at 10 µM | 0.27% of 190,000 active;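 active = GTP binding activity at least 20 points away from the 100% control level, either lower or higher; inconclusive = compound flagged as likely green fluorescent, judged across all proteins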
Rab2A wt mod – changes GTP binding to wildtype dog Rab2A, up or down; GTP binding activity, % at 10 µM; GST-Rab2 wt beads, Bodipy-GTP binding, flow cytometry; 0.19% of 190,000 active; P61105;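 active = GTP binding activity at least 20 points away from 100%, either lowered or raised; inconclusive = signal likely due to the compound's own green fluorescence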;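 note: 0% = beads with excess unlabeled GTP and 100% = no-compound control corrected for plate trend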
Active calls of the source: *; ? = inconclusive; · = no result given. Compounds were not picked by outcome, and some 2.9% of all compounds hit somewhere here.

SMILES | HRas wt GTP bind | Mcl1-Bid inh | Rab7 wt modul | RGS8-Gao | Rac1 mut GTP | Bim-Mcl-1 | Mcl1-Noxa inh | Cdc42 wt | Pf gametocyte | Rac1 wt modul | Rab2A wt mod
COc1ccc(C(=O)N2CCN(S(=O)(=O)c3ccccc3)CC2)c(OC)c1 | 99.0 | -27.0 | 101.0 | 98.9 | 99.0 | 2.0 | 7.0 | 100.0 | 4.2 | 101.0 | 100.0
CC(C)C(c1nnnn1CCc1ccccc1)N1CCOCC1 (stereo not given) | 101.0 | -10.9 | 101.0 | 106.8 | 97.0 | -1.0 | 25.8 | 102.0 | 21.1 | 102.0 | 100.0
Cn1c(=O)c([N+](=O)[O-])c(NCc2ccccc2)c2ccccc21 | 101.0 | -22.4 | 98.0 | 93.8 | 99.0 | -5.0 | 15.1 | 101.0 | · | 108.0 | 96.0
N/C(=N\OC(=O)c1cc(Cl)ccc1Cl)c1cccnc1 | 100.0 | -18.3 | 97.0 | 100.2 | 95.0 | -2.0 | -4.7 | 99.0 | -7.5 | 99.0 | 97.0
COCCNC(=O)CSc1nc2cc3c(cc2c(=O)n1CCCC(=O)NCCc1ccc(OC)c(OC)c1)OCO3 | 96.0 | 9.1 | 93.0 | 98.6 | 95.0 | -3.0 | 5.3 | 94.0 | -27.7 | 100.0 | 95.0
O=C(COC(=O)c1cccc(S(=O)(=O)N2CCCC2)c1)Nc1ccccc1 | 96.0 | -0.7 | 105.0 | 97.7 | 95.0 | 0.0 | 5.7 | 93.0 | 15.3 | 96.0 | 97.0
Cc1ccc(Nc2n[nH]c(C)c2[N+](=O)[O-])cc1C | 97.0 | -3.7 | 98.0 | 100.0 | 98.0 | -4.0 | 11.0 | 102.0 | · | 102.0 | 99.0
Cc1ccc(-c2cccc(C(=O)NCCc3ccccc3)n2)c2ccccc12 | 100.0 | -2.3 | 101.0 | 101.0 | 97.0 | -5.0 | -21.7 | 100.0 | · | 102.0 | 98.0
COc1ccc(CNC(=O)C(NS(=O)(=O)c2ccc3c(c2)CCCN3C(C)=O)C(C)C)cc1 (stereo not given) | 103.0 | -34.8 | 99.0 | 94.3 | 101.0 | -6.0 | 18.8 | 104.0 | -18.6 | 103.0 | 101.0
COc1ccc(-n2nnnc2SCC(=O)c2cc3ccccc3o2)cc1 | 100.0 | -14.7 | 99.0 | 104.7 | 99.0 | 0.0 | 1.0 | 101.0 | 10.8 | 99.0 | 99.0
CN(C)S(=O)(=O)N1CCN(CC(O)COc2ccc(C(=O)c3ccccc3)cc2)CC1 (stereo not given) | 99.0 | -12.5 | 100.0 | 116.4 | 96.0 | -2.0 | 1.2 | 98.0 | 3.0 | 99.0 | 97.0
CC1(C)CN2C(=O)c3ccccc3C2(C)S1 (stereo not given) | 101.0 | -1.4 | 99.0 | 97.7 | 98.0 | 0.0 | -1.3 | 101.0 | · | 103.0 | 98.0
C=CCNc1nc(=S)[nH]c2cc(OC)c(OC)cc12 | ? | -72.8 | ? | 100.2 | ? | 14.0 | 24.0 | ? | -49.2 | ? | ?
CC(C)(C)c1ccc(C(=O)Nc2nonc2-c2nc3ccccc3[nH]2)cc1 | 104.0 | -8.7 | 106.0 | 100.3 | 101.0 | -5.0 | -4.3 | 104.0 | -13.0 | 104.0 | 103.0
S=c1[nH]ncc2ccccc12 | 98.0 | -21.2 | 99.0 | 101.0 | 97.0 | -5.0 | 3.1 | 99.0 | 11.0 | 101.0 | 98.0
O=C(OC1CCS(=O)(=O)c2sccc21)c1ccccc1 (stereo not given) | 97.0 | -31.4 | 100.0 | 97.7 | 99.0 | -2.0 | -1.2 | 104.0 | · | 103.0 | 102.0
COc1cc(/C=N/NC(=O)c2cnn3c(C)cc(-c4ccccc4)nc23)ccc1O | 96.0 | 4.1 | 94.0 | 101.3 | 89.0 | -2.0 | 43.0 | 89.0 | 13.7 | 89.0 | 89.0
CCCn1nnc(NC(=O)c2cc(Br)ccc2OC)n1 | 100.0 | -28.3 | 100.0 | 100.0 | 102.0 | -1.0 | -1.6 | 101.0 | · | 102.0 | 101.0
Cc1noc(/C=C/N(C)C)c1S(=O)(=O)N1CCCC(C(=O)NCc2ccc(Cl)cc2)C1 (stereo not given) | 105.0 | 2.6 | 104.0 | 99.2 | 100.0 | -2.0 | 13.0 | 103.0 | · | 109.0 | 103.0
CCN(CC1COc2ccccc2O1)C(=S)Nc1ccc(F)cc1 (stereo not given) | 100.0 | -58.0 | 100.0 | 100.4 | 97.0 | -1.0 | 1.5 | 101.0 | · | 106.0 | 98.0
CCC(=O)/C=C1\Sc2ccc(OC)cc2N1CCO | 100.0 | -42.5 | 100.0 | 101.3 | 99.0 | -8.0 | 15.5 | 103.0 | -12.1 | 101.0 | 96.0
Cc1ccc(C2NC(=O)c3sc(=S)n(-c4ccccc4)c3N2)cc1 (stereo not given) | 97.0 | -10.5 | 96.0 | 103.3 | 98.0 | 4.0 | 29.3 | 101.0 | -10.4 | 99.0 | 95.0
CC(Cc1cccs1)NC(=S)Nc1ccc(Cl)cc1 (stereo not given) | 101.0 | -18.6 | 103.0 | 104.2 | 101.0 | -5.0 | 0.0 | 100.0 | · | 104.0 | 101.0
COc1ccc(-c2cc(C(F)(F)F)nc(-n3ccnc3C)n2)cc1 | ? | 0.1 | ? | 110.4 | ? | 3.0 | 10.2 | ? | · | ? | ?
O=C(O)c1ccc2c(c1)N(Cc1ccccc1)C(=O)c1ccccc1S2=O (stereo not given) | 98.0 | -0.5 | 95.0 | 101.0 | 96.0 | 0.0 | 4.9 | 101.0 | · | 99.0 | 97.0
CS(=O)(=O)N(Cc1ccc(Cl)cc1)c1ccc(C(=O)NCCC2=CCCCC2)cc1 | ? | -1.9 | ? | 98.6 | ? | 0.0 | -13.7 | ? | · | ? | ?
COc1ccc(NC(=S)NN(C)C(=S)Nc2ccc(OC)cc2)cc1 | 103.0 | -98.0 | 104.0 | 102.0 | 100.0 | -5.0 | 1.4 | 101.0 | 9.3 | 104.0 | 102.0
COC(=O)C1CCN(C(=O)c2ccccc2Oc2ccccc2)CC1 | 99.0 | 2.7 | 96.0 | 96.4 | 99.0 | -2.0 | 9.2 | 101.0 | 5.4 | 101.0 | 100.0
O=C(NC1CCCC1)C1CCCN1C(=O)Nc1ccccc1 (stereo not given) | 98.0 | -9.4 | 96.0 | 99.3 | 98.0 | -2.0 | 0.3 | 101.0 | 18.8 | 99.0 | 101.0
CSc1ccc(CCNC(=O)C2CCN(c3nnc(-n4cccc4)s3)CC2)cc1 | 100.0 | -27.1 | 98.0 | 102.0 | 100.0 | -1.0 | -2.8 | 105.0 | · | 106.0 | 101.0
COc1ccc(NC(=O)C2CC2)cc1-n1cnnn1 | 97.0 | -11.3 | 100.0 | 100.6 | 97.0 | -2.0 | 14.7 | 98.0 | · | 98.0 | 97.0
CNC(=O)NC(=O)COC(=O)CCc1nc(=O)c2ccccc2n1C | 98.0 | -1.2 | 96.0 | 99.4 | 95.0 | -4.0 | 5.6 | 98.0 | -16.9 | 97.0 | 99.0
CCNC(=O)COc1ccc(/C=N/NC(=O)c2cccnc2)cc1OC | 98.0 | -8.1 | 101.0 | 99.0 | 98.0 | 0.0 | 14.8 | 97.0 | · | 97.0 | 97.0
O=c1c2nnn(-c3ccc(Br)cc3)c2ncn1Cc1ccccn1 | 95.0 | -6.2 | 102.0 | 95.4 | 95.0 | 0.0 | 9.6 | 93.0 | -32.8 | 97.0 | 95.0
O=C(c1cc(Cl)nc2ccccc12)N1CCc2ccccc2C1 | 108.0 | -14.4 | 114.0 | 100.0 | 105.0 | -14.0 | 5.2 | 105.0 | -0.6 | 110.0 | 108.0
Cc1cc(C)c(NC(=O)c2ccc(S(=O)(=O)N3CCOCC3)cc2)c(C)c1 | 101.0 | -7.4 | 101.0 | 103.1 | 98.0 | 1.0 | 8.2 | 103.0 | · | 107.0 | 100.0
CCN1C(=O)CC(N2CCC(C(=O)N3CCCCCC3)CC2)C1=O (stereo not given) | 95.0 | -57.5 | 104.0 | 98.8 | 93.0 | 0.0 | -8.1 | 88.0 | 9.6 | 95.0 | 97.0
COc1ccc(CN2CCn3ncc(C(=O)Nc4cc(C)cc(C)c4)c3C2=O)cc1 | 102.0 | -7.5 | 93.0 | 103.6 | 100.0 | 0.0 | -9.4 | 103.0 | 3.2 | 101.0 | 104.0
O=C(O)CSc1nnc(-c2cccc(S(=O)(=O)N3CCCCC3)c2)o1 | 102.0 | -40.8 | 107.0 | 98.5 | 98.0 | -3.0 | 19.1 | 99.0 | -0.9 | 103.0 | 99.0
COc1cc(O)c2c(c1)COC2=O | 102.0 | -39.0 | 97.0 | 103.4 | 102.0 | -3.0 | 8.1 | 100.0 | -63.8 | 104.0 | 101.0
Cc1cc(C(C#N)c2cccc(Cl)c2)n2ncnc2n1 (stereo not given) | 99.0 | -58.6 | 97.0 | 100.4 | 97.0 | -3.0 | 5.2 | 99.0 | · | 99.0 | 99.0
O=C(NCCc1ccccc1)c1cc2ncc(Br)cn2n1 | 99.0 | 0.2 | 104.0 | 102.4 | 99.0 | -5.0 | -8.3 | 100.0 | -24.2 | 99.0 | 100.0
CCOc1ccccc1NC(=O)COC(=O)CC(NC(N)=O)c1ccc(Cl)cc1 (stereo not given) | 95.0 | -18.9 | 100.0 | 89.2 | 94.0 | -3.0 | -13.6 | 95.0 | -17.5 | 93.0 | 97.0
Cc1cccc(OCC(=O)NCc2cc(C)nc3ccccc23)c1 | 102.0 | -9.2 | 107.0 | 96.7 | 99.0 | -2.0 | -1.4 | 99.0 | 25.7 | 102.0 | 102.0
C=CCSC1=N/C(=C\c2ccc3c(c2)OCO3)C(=O)S1 | 98.0 | 1.5 | 101.0 | 98.2 | 96.0 | -8.0 | 26.4 | 101.0 | · | 103.0 | 100.0

Filtered by structure, the compounds so far with fluorine (2)
SMILES | HRas wt GTP bind | Mcl1-Bid inh | Rab7 wt modul | RGS8-Gao | Rac1 mut GTP | Bim-Mcl-1 | Mcl1-Noxa inh | Cdc42 wt | Pf gametocyte | Rac1 wt modul | Rab2A wt mod
CCN(CC1COc2ccccc2O1)C(=S)Nc1ccc(F)cc1 (stereo not given) | 100.0 | -58.0 | 100.0 | 100.4 | 97.0 | -1.0 | 1.5 | 101.0 | · | 106.0 | 98.0
COc1ccc(-c2cc(C(F)(F)F)nc(-n3ccnc3C)n2)cc1 | ? | 0.1 | ? | 110.4 | ? | 3.0 | 10.2 | ? | · | ? | ?
